Screening data: PubChem BioAssay, National Center for Advancing Translational Sciences (NCATS)
TrxR1 inh: rat TrxR1 inhibition. Potency, µM (titrated, usually from 114 µM), for inactives: top-dose activity change, negative = inhibition, actives largely listed as inhibitors. 390,000 tested, 1% active. O89049. recombinant rTrxR1, NADPH fluorescence consumption, selenite substrate; further: on the % scale 0 is the no-effect control and ±100 the full control effect; nearly all actives have a fitted effect of over 65% in size
Target sequence (O89049 whole entry, looked up): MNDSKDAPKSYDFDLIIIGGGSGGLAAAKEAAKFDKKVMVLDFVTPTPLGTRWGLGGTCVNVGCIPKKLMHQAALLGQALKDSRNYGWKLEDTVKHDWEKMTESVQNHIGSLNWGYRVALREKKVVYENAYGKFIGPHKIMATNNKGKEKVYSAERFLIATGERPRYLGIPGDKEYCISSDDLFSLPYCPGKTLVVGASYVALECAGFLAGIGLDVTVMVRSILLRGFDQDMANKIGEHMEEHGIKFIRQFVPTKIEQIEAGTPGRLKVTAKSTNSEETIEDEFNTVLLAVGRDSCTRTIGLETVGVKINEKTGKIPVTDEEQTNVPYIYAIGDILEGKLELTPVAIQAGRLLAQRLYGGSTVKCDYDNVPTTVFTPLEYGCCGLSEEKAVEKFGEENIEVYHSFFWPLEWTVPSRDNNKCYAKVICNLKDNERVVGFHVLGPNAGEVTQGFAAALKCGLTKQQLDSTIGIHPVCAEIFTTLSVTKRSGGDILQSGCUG
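Rat TrxR1 (90 nM in the dispensed reagent) was pre-reduced with 400 uM NADPH for 5 min at room temperature, then incubated with compound for 15 min. After 400 uM selenite was added, NADPH fluorescence (Ex 340/Em 450 nm) was followed for 8 min.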
Vif-A3G inh: Vif-A3G binding inhibition | Potency, µM (series often up to 46.1 µM), for the others: top-dose activity, negative = active, usual class: inhibitors | 410,000 tested, 0.076% active | Q9HC16 | HeLa A3G-eYFP + Vif (tagged APOBEC3G with the HIV-1 protein that degrades it), YFP fluorescence, overnight;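 further: on the % scale 0 is the no-effect control and ±100 the full control effect; nearly all actives have a fitted effect of over 60% in size; hits raise eYFP signal because A3G escapes Vif-driven loss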
Target sequence (Q9HC16 whole entry, looked up): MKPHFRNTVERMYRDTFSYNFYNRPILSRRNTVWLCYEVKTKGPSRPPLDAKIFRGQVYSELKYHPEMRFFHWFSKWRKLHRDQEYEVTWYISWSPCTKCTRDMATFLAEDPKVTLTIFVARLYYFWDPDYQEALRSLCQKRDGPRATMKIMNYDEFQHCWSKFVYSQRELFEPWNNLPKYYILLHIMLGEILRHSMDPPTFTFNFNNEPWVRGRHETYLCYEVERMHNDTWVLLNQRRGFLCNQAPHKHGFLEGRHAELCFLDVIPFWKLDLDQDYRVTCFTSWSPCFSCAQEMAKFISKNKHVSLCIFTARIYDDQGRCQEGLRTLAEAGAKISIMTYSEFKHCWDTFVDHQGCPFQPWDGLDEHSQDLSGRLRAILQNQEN
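Read-out is eYFP fluorescence (Ex 488/Em 500-530) from Vif-expressing HeLa A3G-eYFP cells; more signal means A3G escaped Vif-mediated degradation. Cells plated overnight, compound pinned in, incubated overnight at 37 deg C.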
RXFP1 ag: agonists of human relaxin receptor RXFP1; Q9HBX9; HEK293T-RXFP1 cAMP TR-FRET, 30 min; response scale: percent of porcine relaxin response, buffer zero; Potency, µM (titrated, usually from 57.5 µM), for the others: at the highest dose activation, hits mostly activators; 370,000 tested, 0.3% active; further: on the % scale 0 is the no-effect control and ±100 the full control effect; nearly all actives have a fitted effect of over 60% in size; many of its hits are not listed in these tables
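Agonist response is measured as cAMP accumulation in an RXFP1-transfected HEK293T line under PDE4 inhibition. Values are scaled between buffer-only and 29 nM porcine relaxin, and EC50s come from standard Hill equation fits.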
Vif-APOBEC3F blk: blocks the Vif interaction with APOBEC3F; HeLa A3F-eYFP + Vif (tagged APOBEC3F with the HIV-1 protein that degrades it), YFP fluorescence increase; Potency, µM (series often up to 46.1 µM), for inactives: top-dose activity, negative = active; 390,000 tested, 0.2% active; AID 602313; further: % of control where 0% means no effect; nearly all actives have a fitted effect of over 65% in size
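HeLa cells stably expressing Vif plus C-terminally eYFP-tagged A3F were seeded, incubated overnight at 37 deg C, dosed with compound, incubated overnight again at 37 deg C. Yellow fluorescence (Ex 488/Em 500-530) reported blocked Vif-mediated A3F-eYFP degradation.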
IDH1 R132H inh: human IDH1 R132H inhibition; O75874; IDH1-R132H enzyme, NADPH consumption, diaphorase/resazurin fluorescence; 390,000 tested, 0.093% active; Potency, µM (series often up to 76.6 µM), inactives show at the highest dose activity change, negative = inhibition, usual class: inhibitors; further: on the % scale 0 is the no-effect control and ±100 the full control effect; nearly all actives have a fitted effect of over 65% in size
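IDH1-R132H (0.5 ug/mL dispensed) in pH 7.5 Tris buffer was preincubated 30 min with compound, then given a substrate mix of 0.016 mM NADPH and 2 mM alpha-KG for 80 min at room temperature; remaining NADPH was read by diaphorase/resazurin fluorescence.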
USP1-UAF1 inh: inhibitors of human USP1/UAF1 deubiquitinase; Potency, µM (top dose mostly 57.1 µM), inactives show at the highest dose activity change, negative = inhibition, hits mostly inhibitors; recombinant USP1/UAF1, Ub-Rhodamine cleavage fluorescence; AID 743255; 390,000 tested, 0.23% active; O94782; further: on the % scale 0 is the no-effect control and ±100 the full control effect; nearly all actives have a fitted effect of over 60% in size; inactives centre near -12
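High-throughput fluorogenic screen: 1nM USP1/UAF1 complex, Ub-Rho substrate 150nM final, 50mM HEPES pH 7.8 with 0.5mM EDTA, 0.1 mg/ml BSA, 1mM TCEP and 0.01% Tween-20.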
TrxR1 substrate: substrates of rat thioredoxin reductase 1; AID 588456; 390,000 tested, 0.01% active; purified TrxR1 substrate turnover, NADPH consumption readout; O89049; Potency, µM (top dose mostly 114 µM), for the others: at the highest dose activity change, negative = substrate turnover; further: on the % scale 0 is the no-effect control and ±100 the full control effect; nearly all actives have a fitted effect of over 50% in size
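Rat TrxR1, dispensed at 90 nM, was prereduced with 400 uM NADPH (final) for 5 min at ~22 deg C, then incubated with compound 15 min before 400 uM selenite. A first-read NADPH fluorescence drop versus no-compound background flagged substrates.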
12-LOX inh: inhibitors of human 12S-lipoxygenase ALOX12; P18054; purified 12hLO, xylenol orange hydroperoxide absorbance; Potency, µM (titrated, usually from 108 µM), for the others: at the top dose activity change, negative = inhibition, hits mostly inhibitors; 580,000 tested, 1.1% active; further: on the % scale 0 is the no-effect control and ±100 the full control effect
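Hydroperoxide product was detected by ferrous iron/xylenol orange as the 573 to 405 nm absorbance ratio. Arachidonic acid at 40 uM (final) was turned over for 30 min at room temperature by 150 nM human 12hLO, pH 7.0 Hepes buffer, after 15 min compound preincubation.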
RGS4 inh: human RGS4 inhibition | P49798 | Transcreener GDP fluorescence polarization, RGS4-accelerated GTP hydrolysis | Potency, µM (doses to about 114 µM), for inactives: at the top dose activity change, negative = inhibition, usual class: inhibitors | 390,000 tested, 0.039% active | AID 504845; further: on the % scale 0 is the no-effect control and ±100 the full control effect; nearly all actives have a fitted effect of over 75% in size; some results filed as inactive show a strong effect at the top dose
Target sequence (P49798 whole entry, looked up): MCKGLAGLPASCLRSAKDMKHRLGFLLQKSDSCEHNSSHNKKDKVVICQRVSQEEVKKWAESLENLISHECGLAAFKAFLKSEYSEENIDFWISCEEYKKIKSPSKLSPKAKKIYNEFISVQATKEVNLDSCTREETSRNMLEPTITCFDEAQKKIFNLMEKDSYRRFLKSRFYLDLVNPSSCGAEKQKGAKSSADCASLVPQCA
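MLSMR compounds (23 nl, pin-transferred) preincubated 10 min at room temperature with a 500nM (2x) first reagent, then RGS4 at 900nM (2x) plus Transcreener GDP mix added; fluorescence polarization (620/688 nm) read before and after 90 min at 30 °C.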
Starred values were filed as active, the others as inactive; & = joins results of further samples; [ ] = another dose, or the depositor's remark. The call rests on the fitted dose curve; in most records, active means well fitted curve in the direction sought with a large enough effect; inconclusive means small, poorly fitted or top-dose-only effect, or another doubt; inactive means no such curve, though single readings can be large; an effect the other way counts as inactive or inconclusive. Potency means the concentration at half of the fitted maximal effect. The list is partial (hit frequency here may not be typical).

The opening 3 entries, to show the layout:
Results for Cc1noc(C)c1C(c1ccccc1)S(=O)(=O)c1ccccc1 (configuration not stated) ?
TrxR1 inh: -5%; Vif-A3G inh: 0%; RXFP1 ag: 0.4%; Vif-APOBEC3F blk: -10%; IDH1 R132H inh: -3%; USP1-UAF1 inh: -24%; TrxR1 substrate: -11%; 12-LOX inh: 4%; RGS4 inh: 5%

Results for Cc1ccc(-c2nnc(SCC(=O)N/N=C/c3cccs3)n2-c2ccc(C)cc2)cc1 ?
TrxR1 inh: -10%; Vif-A3G inh: -1%; RXFP1 ag: -0.6%; Vif-APOBEC3F blk: -6%; IDH1 R132H inh: -12%; USP1-UAF1 inh: -13%; TrxR1 substrate: -6%; 12-LOX inh: 9%; RGS4 inh: -18%

What do the screens show for `N#Cc1c2n(c3c(=O)n(Cc4ccc(Cl)cc4)cnc13)CCCC2`?
TrxR1 inh: 18%[57.1 µM]; Vif-A3G inh: -12%; RXFP1 ag: 3.6%; Vif-APOBEC3F blk: -2%; IDH1 R132H inh: 1%; USP1-UAF1 inh: -16%; TrxR1 substrate: 10%[57.1 µM]; 12-LOX inh: 14%; RGS4 inh: -48%

The listing, previewed entries included:
Results for Cc1noc(C)c1C(c1ccccc1)S(=O)(=O)c1ccccc1 (configuration not stated) ?
TrxR1 inh: -5%; Vif-A3G inh: 0%; RXFP1 ag: 0.4%; Vif-APOBEC3F blk: -10%; IDH1 R132H inh: -3%; USP1-UAF1 inh: -24%; TrxR1 substrate: -11%; 12-LOX inh: 4%; RGS4 inh: 5%

Results for Cc1ccc(-c2nnc(SCC(=O)N/N=C/c3cccs3)n2-c2ccc(C)cc2)cc1 ?
TrxR1 inh: -10%; Vif-A3G inh: -1%; RXFP1 ag: -0.6%; Vif-APOBEC3F blk: -6%; IDH1 R132H inh: -12%; USP1-UAF1 inh: -13%; TrxR1 substrate: -6%; 12-LOX inh: 9%; RGS4 inh: -18%

What do the screens show for `N#Cc1c2n(c3c(=O)n(Cc4ccc(Cl)cc4)cnc13)CCCC2`?
TrxR1 inh: 18%[57.1 µM]; Vif-A3G inh: -12%; RXFP1 ag: 3.6%; Vif-APOBEC3F blk: -2%; IDH1 R132H inh: 1%; USP1-UAF1 inh: -16%; TrxR1 substrate: 10%[57.1 µM]; 12-LOX inh: 14%; RGS4 inh: -48%

How did Cc1ccccc1C(=O)NNC(=O)CN1C(=O)c2ccccc2C1=O do in these assays?
TrxR1 inh: 16%[57.1 µM]; Vif-A3G inh: 0%; RXFP1 ag: 0.6%; Vif-APOBEC3F blk: -5%; IDH1 R132H inh: 0%; USP1-UAF1 inh: inconclusive; TrxR1 substrate: 10%[57.1 µM]; 12-LOX inh: 4%; RGS4 inh: 12%

Results for COc1ccc(CN(C)CCCn2cnc3c(SC)ncnc32)cc1OC ?
Vif-A3G inh: 1%; Vif-APOBEC3F blk: -2%; IDH1 R132H inh: -3%; USP1-UAF1 inh: 1%; 12-LOX inh: inconclusive

How did CN(C)CCNS(=O)(=O)c1ccc(N2CCc3ccccc32)c([N+](=O)[O-])c1 do in these assays?
TrxR1 inh: -11%; Vif-A3G inh: 4%; RXFP1 ag: -0.6%; Vif-APOBEC3F blk: -8%; IDH1 R132H inh: 0%; USP1-UAF1 inh: -22%; TrxR1 substrate: -9%; 12-LOX inh: -15%; RGS4 inh: -32%

How did C[C@]12CCC3c4ccc(O)cc4CCC3C1CC/C2=N\N (some centres not stated) do in these assays?
TrxR1 inh: 27%; Vif-A3G inh: 1%; Vif-APOBEC3F blk: -3%; IDH1 R132H inh: -8%; USP1-UAF1 inh: -16%; TrxR1 substrate: 4%; 12-LOX inh: 13%; RGS4 inh: 2%

Results for Cc1ccc(CNC(=O)c2cccc3c2C(=O)c2ccc(N4CCC(C)CC4)cc2S3(=O)=O)cc1 ?
TrxR1 inh: 10%[57.1 µM]; Vif-A3G inh: -27%; RXFP1 ag: 2.1%; Vif-APOBEC3F blk: 13µM*; IDH1 R132H inh: -2%; USP1-UAF1 inh: inconclusive; TrxR1 substrate: -11%; 12-LOX inh: -28%; RGS4 inh: 20%

What do the screens show for `COc1cccc(/C=C/C(=O)N2CCN(c3ccccn3)CC2)c1`?
TrxR1 inh: 11%; Vif-A3G inh: -14%; RXFP1 ag: -2.3%; Vif-APOBEC3F blk: 8%; IDH1 R132H inh: 12%; USP1-UAF1 inh: -12%; TrxR1 substrate: -2%; 12-LOX inh: 0%; RGS4 inh: 30%

What do the screens show for `CCOC(=O)C1=C(COC(=O)CNC(=O)c2ccc(C(C)(C)C)cc2)NC(=O)NC1C` (configuration not stated)?
TrxR1 inh: -13%; Vif-A3G inh: -7%; RXFP1 ag: -0.5%; Vif-APOBEC3F blk: 6%; IDH1 R132H inh: 7%; USP1-UAF1 inh: 0%; TrxR1 substrate: -10%; 12-LOX inh: -2%; RGS4 inh: 19%

What do the screens show for `CC(=O)N(C)c1ccc(NC(=O)CCN2C(=O)c3ccccc3C2=O)cc1`?
TrxR1 inh: 23%; Vif-A3G inh: 1%; RXFP1 ag: 8.7%; Vif-APOBEC3F blk: -8%; IDH1 R132H inh: 2%; USP1-UAF1 inh: -22%; TrxR1 substrate: 7%; 12-LOX inh: 21%; RGS4 inh: 13%

Results for O=C(NC1CCCC1)c1ccc(CS(=O)(=O)c2ccc(Cl)cc2)o1 ?
TrxR1 inh: 19%; Vif-A3G inh: 3%; RXFP1 ag: 1.4%; Vif-APOBEC3F blk: 6%; IDH1 R132H inh: -2%; USP1-UAF1 inh: -28%; TrxR1 substrate: 6%; 12-LOX inh: -15%; RGS4 inh: -6%

How did CC1CCCC(NC(=O)COC(=O)COc2ccc(Br)cc2)C1C (configuration not stated) do in these assays?
TrxR1 inh: 14%; Vif-A3G inh: 8%; Vif-APOBEC3F blk: 5%; IDH1 R132H inh: -10%; USP1-UAF1 inh: -17%; TrxR1 substrate: 6%; 12-LOX inh: inconclusive; RGS4 inh: -23%

Results for Cc1ccccc1OCC(=O)Nc1ccc(C(=O)OCc2cc(=O)n3ccsc3n2)cc1 ?
TrxR1 inh: 1%[57.1 µM]; Vif-A3G inh: -1%; RXFP1 ag: inconclusive; Vif-APOBEC3F blk: -11%; IDH1 R132H inh: 8%; USP1-UAF1 inh: inconclusive; TrxR1 substrate: -7%[57.1 µM]; 12-LOX inh: -27%; RGS4 inh: 0%

Results for CCOc1cc(NC(=S)NCC2CCCO2)c(OCC)cc1NC(=O)c1cccc(F)c1 (configuration not stated) ?
TrxR1 inh: 0%[57.1 µM]; Vif-A3G inh: -1%; RXFP1 ag: -1.0%; Vif-APOBEC3F blk: -13%; IDH1 R132H inh: 1%; USP1-UAF1 inh: 0%; TrxR1 substrate: 4%[57.1 µM]; 12-LOX inh: inconclusive; RGS4 inh: -7%

Results for CCOC(=O)[C@H]1[C@H]2COc3ccccc3[C@@H]2N2C(=O)c3cc(Br)ccc3NC(=O)[C@@]12C ?
TrxR1 inh: 17%[57.1 µM]; Vif-A3G inh: -13%; RXFP1 ag: 0.0%; Vif-APOBEC3F blk: -1%; IDH1 R132H inh: 11%; USP1-UAF1 inh: -29%; TrxR1 substrate: -5%[57.1 µM]; 12-LOX inh: -6%; RGS4 inh: -9%

Results for Cc1cc(C)n(CC(=O)N2CCCC(C(=O)c3cccc(OC(C)C)c3)C2)n1 (configuration not stated) ?
TrxR1 inh: -1%[57.1 µM]; Vif-A3G inh: 0%; RXFP1 ag: 2.1%; Vif-APOBEC3F blk: 0%; IDH1 R132H inh: -8%; USP1-UAF1 inh: -14%; TrxR1 substrate: -1%[57.1 µM]; 12-LOX inh: -1%; RGS4 inh: 16%

How did CC(=O)NCCCNC(=S)NCCCN(Cc1ccc(Cl)cc1)c1ccc(Br)cn1 do in these assays?
TrxR1 inh: -7%; Vif-A3G inh: -5%&-14%; TrxR1 substrate: -12%; 12-LOX inh: inconclusive; RGS4 inh: -20%

How did O=[N+]([O-])c1ccc(N2CCN(c3ccccc3F)CC2)c(S(=O)(=O)N2CCOCC2)c1 do in these assays?
TrxR1 inh: 16%; Vif-A3G inh: 0%; RXFP1 ag: 0.5%; Vif-APOBEC3F blk: -7%; IDH1 R132H inh: 2%; USP1-UAF1 inh: -18%; TrxR1 substrate: -4%; 12-LOX inh: -18%; RGS4 inh: -13%

How did CCOC(=O)C1CCCN(C(=O)CCNS(=O)(=O)c2ccc3c(c2)CCC(=O)N3)C1 (configuration not stated) do in these assays?
TrxR1 inh: 9%; Vif-A3G inh: 0%; RXFP1 ag: 2.2%; Vif-APOBEC3F blk: 0%; IDH1 R132H inh: 7%; USP1-UAF1 inh: -16%; TrxR1 substrate: -2%; 12-LOX inh: 0%; RGS4 inh: -16%[56.9 µM]

How did OC(CNCCc1ccc(C(F)(F)F)cc1)COc1cccc2ccccc12 (configuration not stated) do in these assays?
TrxR1 inh: 24%; Vif-A3G inh: -4%; RXFP1 ag: -2.0%; Vif-APOBEC3F blk: 3%; IDH1 R132H inh: 2%; USP1-UAF1 inh: -8%; TrxR1 substrate: -10%; 12-LOX inh: inconclusive; RGS4 inh: 37%
